CD40 NFkB inh = inhibitors of CD40-induced NF-kB signaling, primary screen, BL2 cells, luciferase reporter, single point | CD40L-induced, 4 h | inhibition, % at 10 µM | 83,000 compounds, 0.94% hits;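 active means mean inhibition of at least 50% with a set share of replicates also reaching that level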;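 further: 0% = neutral control wells and 100% = IKK inhibitor VII at 50 µM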
The depositor's hits bear a star; [ ] = remark or other dose. These rows are one share of the data; count on the stated rates, not on these rows.

SMILES	CD40 NFkB inh
CN(Cc1cnn(C)c1)C(=O)C1CCC(=O)N(Cc2ccc(Cl)cc2)C1 (configuration not stated)	3
Cc1c(C(=O)OC2CCCC2)[nH]c2c1C(=O)CC(c1ccco1)C2 (configuration not stated)	19
C[C@H](CO)N1C[C@H](C)[C@@H](CN(C)C(=O)C2CCCCC2)OCc2cnnn2CCCC1=O	7[25 µM]
CN(C)CC(=O)N1[C@H](C#N)[C@@H](c2ccccc2-c2cccc(C(=O)N(C)C)c2)[C@H]1CO	-16[25 µM]
CCOC(=O)CNS(=O)(=O)c1c(C)noc1C	11
COC1=NS(=O)(=O)c2ccccc21	7
CC(=O)Oc1c(Cl)cc(Cl)cc1/C=C/c1ccc2ccccc2n1	-64
O=C(O)CC1(CC(=O)O)Nc2ccccc2SC1=O	6
COc1ccc(C(=O)N(c2ccccn2)C2CCCCC2)c(OC)c1	-1
CCCCC(=O)Nc1ccccc1C#N	11
CC(NCc1ccc2c(c1)OCO2)C(=O)NC1CCCc2ccccc21 (configuration not stated)	14
CN(c1ccccc1C(=O)Nc1ccc2ccccc2c1)S(C)(=O)=O	19
Cc1ccc(C)c(C(=O)CN2C(=O)NC3(CCc4ccccc43)C2=O)c1 (configuration not stated)	14
O=c1cc(-c2ccccc2)nc(SCc2ccccc2F)[nH]1	7
CCOC(=O)COc1ccc(S(=O)(=O)Nc2ccc(C)cc2)cc1	10
CC=Cc1cc2c(c(=O)o1)C(=O)C(O)C(C)O2 (configuration not stated)	41*
CCC(C)c1ccc(NC(=O)COC(=O)C2CCCC2)cc1 (configuration not stated)	-25
Cn1nnnc1SCc1cccc2ccccc12	-2
C[C@H]1CN([C@@H](C)CO)C(=O)c2cccc(NC(=O)c3nc4ccccc4s3)c2O[C@@H]1CN(C)C(=O)Nc1ccc2c(c1)OCO2	0[25 µM]
O=C(CN1CCC(Cc2ccccc2)CC1)NC(=O)NCc1ccccc1	3
CCN(CC)CCNC(=O)c1ccc(NC(=O)C2CC(=O)N(CCc3ccc(OC)c(OC)c3)C2)cc1 (configuration not stated)	2
O=C(Nc1ccc2c(c1)OCCO2)c1cccnc1	-65
Cc1cc(-c2onc(C)c2C(=O)O)no1	7
O=C(COC(=O)c1ccc(S(=O)(=O)N2CCCCC2)cc1)Nc1ccccc1	4
Cn1nc(-c2ccc(S(N)(=O)=O)s2)cc1C(F)(F)F	9
COCC(=O)N1[C@H](CO)[C@@H]2c3ccccc3N(C(=O)Nc3ccccc3Cl)C[C@@H]21	-6[25 µM]
NC(=O)COC(=O)c1ccccc1OCc1ccccc1Cl	4
O=C(Nc1ccc(F)cc1)N1C[C@@H]2[C@H](c3ccccc31)[C@H](CO)N2Cc1ccccc1	-14
CC(=O)N1[C@@H](CO)[C@@H](c2ccccc2)[C@@H]1CN(CC1CCC1)C(=O)CN(C)C	-10[25 µM]
O=C(Nc1cccnc1)c1noc2c1CCCCC2	27
O=C1c2ccccc2C2(c3ccccc3)NCCCN12 (configuration not stated)	4
C[C@@H]1CN([C@@H](C)CO)C(=O)c2c(c3ccccc3n2C)-c2ccccc2CO[C@H]1CN(C)C(=O)c1ccncc1	18
CCCCn1c(N)c(N(CC(C)C)C(=O)c2ccc(N3C(=O)CCC3=O)cc2)c(=O)[nH]c1=O	-2
COc1ccc(C2(C)NC(=O)N(CC3CCCCC3)C2=O)cc1 (configuration not stated)	6
CCOC(=O)c1c(N)n(C2CC(C)(C)NC(C)(C)C2)c2nc3ccccc3nc12	13
Cc1ccc(S(=O)(=O)N(C)C[C@@H]2Oc3ncc(-c4cc5ccccc5o4)cc3C(=O)N([C@H](C)CO)C[C@@H]2C)cc1	-13[25 µM]
CC(=O)c1cccc(NC(=O)CN(c2ccccc2F)S(C)(=O)=O)c1	4
O=C(COc1ccc(Cl)cc1)NNC(=O)c1ccncc1	1
CN1C(=O)c2cc(NC(=O)Nc3ccccc3Cl)ccc2OC[C@@H]2O[C@H](CC(=O)O)CC[C@@H]21	-14[25 µM]
Cc1cccc(C2=N/C(=C\c3cccs3)C(=O)O2)c1	-17
CCOCCCNC(=O)c1ccc(OC(C)=O)cc1	-11
O=C(CCc1nc2ccccc2s1)OCC(=O)c1ccc[nH]1	-2
N#C[C@@H]1[C@H](c2ccc(C#CC3(O)CCCC3)cc2)[C@H](CO)N1C(=O)C1CCC1	-3
COC(=O)c1c(NC(=O)Cc2ccc(OC)c(S(=O)(=O)N3CCOCC3)c2)sc(C)c1C	14
COc1ccc(C2(OC)Oc3cc(OC)ccc3C(=O)C2(O)OC)cc1 (configuration not stated)	-1
COC(=O)C[C@H]1CC[C@@H]2[C@H](COc3ccc(NC(=O)Nc4cccc(C#N)c4)cc3C(=O)N2C)O1	8[25 µM]
COc1ccccc1Nc1cc(C)nc(Nc2ccccc2OC)n1	8
Cc1cc(Cl)ccc1OCC(=O)NCCC(=O)O	3
O=C(Nc1ccc2oc(-c3cccnc3)nc2c1)c1ccc([N+](=O)[O-])o1	-14
O=C(Nc1ccc2c(c1)OCCO2)N1CCOCC1	-7
CN(c1ccc(OC(=O)CN2C(=O)NC3(CCCC3)C2=O)cc1)S(=O)(=O)c1ccccc1	6
O=C(CN1CCOCC1)Nc1ccc(-c2nc3ccccc3[nH]2)cc1	-63
Cc1cccc(S(=O)(=O)N2[C@@H]3Cn4c(cccc4=O)[C@H]2[C@@H](C(=O)N(C)C)[C@@H]3CO)c1	-2[25 µM]
COc1ccc2c(ccc[n+]2[O-])c1	3
Cc1ccccc1-c1ccc2c(c1)O[C@@H](CN(C)C(=O)Nc1ccc(C(F)(F)F)cc1)[C@@H](C)CN([C@H](C)CO)S2(=O)=O	19[25 µM]
COc1ccc(-c2ccc([C@H]3[C@@H](C#N)N(C(=O)c4cccc(F)c4)[C@@H]3CO)cc2)cc1	-14[25 µM]
O=c1oc2ccccc2c(Cl)c1CN1CCCCC1	10
O=C(C[C@@H]1CC[C@H]2NC[C@@H](O)COC[C@@H]2O1)N1CCc2ccccc2C1	-11[25 µM]
CCOC(=O)c1[nH]c(C)c(C(=O)Nc2ccc3c(c2)OCCO3)c1C	-24
CC(C)CNC(=O)c1ccc(Cl)c(Cl)c1	-11

More structures:
SMILES	CD40 NFkB inh
N#CCC(=O)Nc1ccc(C(=O)NNC(=S)NC2CC2)cc1	9
O=C(COC(=O)Cc1ccc(S(=O)(=O)N2CCOCC2)s1)Nc1ccccc1Cl	1
COC(=O)c1ccccc1NC(=O)c1noc2c1CCCC2	-15
COCCCn1cnc2c(c1=O)c1nc3ccccc3nc1n2-c1ccccc1	-11
COc1ccc2cc(CCl)c(Cl)nc2c1	7
NS(=O)(=O)c1ccc(NC(=O)CSc2nc3c(cnn3-c3ccccn3)c(=O)[nH]2)cc1	4
Cc1nc2c(oc3ccccc32)c(=O)o1	-46
O=C(N/N=C/c1ccccc1[N+](=O)[O-])C(=O)N1CCCC1	-26
O=C(CC1CC1)N1[C@@H](CO)[C@@H]2c3ccccc3N(S(=O)(=O)c3ccccc3F)C[C@@H]21	5[25 µM]
NS(=O)(=O)c1ccc(NNC(=O)c2ccc(Br)o2)c([N+](=O)[O-])c1	17
CC(O)(c1ccc(F)c(F)c1)c1nc(-c2cnc3ccccc3c2)cs1 (configuration not stated)	-9
CC1CCN(Cc2ccc(-c3nnn(CC(=O)Nc4ccccc4Cl)n3)cc2)CC1	0
COc1ccc(OC)c(Cc2nnc(CCC(=O)N3CCCCCC3)o2)c1	-78
CCC(NC(=O)NC1=NCCS1)(C(F)(F)F)C(F)(F)F	7
Cc1sc2ncnc(N3CCC(C(=O)NNC(=O)COc4ccc(Br)cc4)CC3)c2c1C	-1
Fc1ccc(-n2nnnc2-c2cnc(-c3cccs3)nc2C(F)(F)F)cc1	48
CN(CCOc1ccccc1)C(=O)CNC(=O)c1ccc(C(C)(C)C)cc1	-14
O=S(=O)(Nc1cccc(-c2ccc(N3CCOCC3)nn2)c1)c1cc(Cl)ccc1Cl	-30
Cc1sc2ncnc(SCc3ccco3)c2c1C	4
C=CCn1c(SCC(=O)c2c(N)n(C)c(=O)n(C)c2=O)nnc1-c1ccoc1C	4
Cc1ccc(C=NNc2nc3c([nH]2)c(=O)n(C)c(=O)n3C)cc1	-12
Cc1ccc2cc(NC(=O)C3(C)CCN3C(C)C)ccc2n1 (configuration not stated)	0
Cc1nn(C(C)CC(=O)O)c(C)c1Br (configuration not stated)	-4
Cc1cc(C(=O)OCC(=O)Nc2ccccc2C#N)c(C)o1	-8
CCOc1ccc(S(=O)(=O)N2CCN(C(=O)CN3C(=O)NC4(CCCC4)C3=O)CC2)cc1	-2
O=C(NCc1cccs1)c1ccc2c(c1)OCCO2	-44
Cc1cc(=O)[nH]c(NN=C2CCCCC2C)n1 (configuration not stated)	-1
CC(=O)N1CCN(CCS(=O)(=O)c2cc(Cl)ccc2Cl)CC1	10
O=C(COC(=O)c1ccc(Br)o1)NCc1ccc(Cl)cc1	10
CC1CC(C)CN(CCCNC(=O)c2ccc3c(c2)ncn3C2CCCC2)C1 (configuration not stated)	10

A draw from above in order of formula weight, lowest first.
SMILES	CD40 NFkB inh
Cc1cc(=O)[nH]c(NN=C2CCCCC2C)n1 (configuration not stated)	-1
Cc1nn(C(C)CC(=O)O)c(C)c1Br (configuration not stated)	-4
O=C(NCc1cccs1)c1ccc2c(c1)OCCO2	-44
Cc1sc2ncnc(SCc3ccco3)c2c1C	4
Cc1ccc2cc(NC(=O)C3(C)CCN3C(C)C)ccc2n1 (configuration not stated)	0
Cc1cc(C(=O)OCC(=O)Nc2ccccc2C#N)c(C)o1	-8
Cc1ccc(C=NNc2nc3c([nH]2)c(=O)n(C)c(=O)n3C)cc1	-12
CCC(NC(=O)NC1=NCCS1)(C(F)(F)F)C(F)(F)F	7
CC(=O)N1CCN(CCS(=O)(=O)c2cc(Cl)ccc2Cl)CC1	10
CC(O)(c1ccc(F)c(F)c1)c1nc(-c2cnc3ccccc3c2)cs1 (configuration not stated)	-9
O=C(COC(=O)c1ccc(Br)o1)NCc1ccc(Cl)cc1	10
CC1CC(C)CN(CCCNC(=O)c2ccc3c(c2)ncn3C2CCCC2)C1 (configuration not stated)	10
Fc1ccc(-n2nnnc2-c2cnc(-c3cccs3)nc2C(F)(F)F)cc1	48
NS(=O)(=O)c1ccc(NNC(=O)c2ccc(Br)o2)c([N+](=O)[O-])c1	17
C=CCn1c(SCC(=O)c2c(N)n(C)c(=O)n(C)c2=O)nnc1-c1ccoc1C	4
CC1CCN(Cc2ccc(-c3nnn(CC(=O)Nc4ccccc4Cl)n3)cc2)CC1	0
O=S(=O)(Nc1cccc(-c2ccc(N3CCOCC3)nn2)c1)c1cc(Cl)ccc1Cl	-30
Cc1sc2ncnc(N3CCC(C(=O)NNC(=O)COc4ccc(Br)cc4)CC3)c2c1C	-1

(next part)
SMILES	CD40 NFkB inh
COc1ccc(C(N)c2nccc3cc(OC)c(OC)cc23)cc1OC (configuration not stated)	3
Cc1ccc(OCC(=O)NCc2cccs2)c([N+](=O)[O-])n1	-4
c1ccc2oc(NC3=NCN(CC4CCCO4)CN3)nc2c1 (configuration not stated)	-81
CC(=O)Nc1ccc(NC(=O)C(F)(F)F)cc1	3
Cc1ccc(CN(C)C[C@@H]2OCc3cnnn3CCCC(=O)N([C@@H](C)CO)C[C@@H]2C)cc1	-1
Cc1ccc(S(=O)(=O)c2nc(-c3ccco3)oc2NCC2CCCO2)cc1 (configuration not stated)	0
O=C(NCC(=O)N1CCN(C(=O)c2ccco2)CC1)c1ccc(Cl)cc1	-3
COc1ccccc1C(=O)COC(=O)COc1ccc(C#N)cc1	0
O=C(Nc1ccccc1)N1CCCCN2[C@H](CO)[C@H](c3ccc(C#Cc4ccccc4)cc3)[C@H]2C1	35
COCCn1c(C)cc(C(=O)COC(=O)CNC(=O)c2ccco2)c1C	-4
O=[N+]([O-])c1ccc(Cl)c(S(=O)(=O)Nc2cccc(S(=O)(=O)NC3=NCCC3)c2)c1	15
COc1ccc(S(=O)(=O)N2CCOCC2)cc1NC(=O)CSc1nnnn1C1CC1	17
COCC(=O)Nc1ccccc1C(=O)NC(C)C	7
COc1ccc(OCCC(=O)OCC(=O)Nc2cccc(S(=O)(=O)N3CCCCC3)c2)cc1	6
CC(C)Cn1c(SCC(=O)Nc2ccc(Cl)cc2F)nc(O)cc1=O	1
COc1ccc(C(=O)Nc2cc(Cl)ccc2N2CCOCC2)cc1S(=O)(=O)N1CCOCC1	2
Nc1nnc(SCC(=O)NCC(=O)Nc2ccc(F)c(F)c2F)s1	17
CC(C)C#Cc1ccc([C@@H]2[C@H](C#N)N(C(=O)c3ccccn3)[C@H]2CO)cc1	34[25 µM]
CC(=O)c1cccc(NC(=O)c2c(-c3c(F)cccc3Cl)noc2C)c1	-3
O=C(OCc1ccc(F)cc1Cl)c1ccccn1	-43
COc1ccc(N2CC(C(=O)Nc3ccccc3C(=O)NC3CC3)CC2=O)cc1 (configuration not stated)	9
CC(=O)OCC(=O)Nc1ccc(SC(F)F)cc1	-2
O=C(C[C@H]1CC[C@@H](NC(=O)c2ccc3c(c2)OCO3)[C@H](CO)O1)NCc1ccc(Oc2ccccc2)cc1	9[25 µM]
COc1cccc(C2c3[nH]c4ccccc4c3CCN2CCCn2cccn2)c1 (configuration not stated)	-38
O=C(CCNS(=O)(=O)c1ccccc1)NNC(=O)COc1ccccc1F	6
C[C@H]1CN([C@@H](C)CO)C(=O)c2cccc(NC(=O)Nc3cccc4ccccc34)c2O[C@H]1CN(C)Cc1ccc(C(=O)Nc2ccccc2N)cc1	-46
c1ccc(CNCc2ccc3c(c2)OCO3)nc1	3
Cc1csc2c(NC3CCN(Cc4ccccc4)CC3)ncnc12	-3
Cc1ccc(OCCCC(=O)N2CCOCC2)cc1	-24
CCN(Cc1ccncc1)C(=O)c1cccc(S(=O)(=O)N2CCOCC2)c1	21
Cc1ccccc1C(=O)NCC(=O)OCC(=O)NNC(=O)c1ccccc1F	5

Screens from PubChem.
